# High-throughput results deposited in PubChem BioAssay by several laboratories.
# HRas wt GTP bind = human HRas wildtype GTP binding, change in either direction; P01112; GST-Ras wt beads, Bodipy-FL-GTP binding, flow cytometry; actives lie on both sides; GTP binding activity, % at 10 µM; hit rate 0.14% among 190,000;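 active = GTP binding activity at least 20% away from the 100% baseline, either lowered as inhibitor or raised as activator; inconclusive = flagged as likely green fluorescent, judged across all proteins in the well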;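 note: 0% = unlabeled GTP competition control and 100% = no-compound control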
# Target sequence (P01112 whole entry, looked up): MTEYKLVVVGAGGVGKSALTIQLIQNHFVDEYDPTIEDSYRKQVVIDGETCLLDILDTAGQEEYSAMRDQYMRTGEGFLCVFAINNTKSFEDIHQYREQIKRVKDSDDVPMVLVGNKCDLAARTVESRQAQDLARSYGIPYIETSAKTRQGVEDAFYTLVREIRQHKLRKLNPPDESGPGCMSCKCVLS
# Mcl1-Noxa inh = Mcl-1/Noxa interaction inhibition; Q07820; TR-FRET Mcl-1/Noxa peptide binding, 2 h; inhibition, % at 21.7 µM; hit rate 1.5% among 220,000; AID 1022;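 active = compounds that cut the protein-peptide binding signal by more than 50% relative to plate controls in a single-dose test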;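 note: His-tagged Mcl-1 with rhodamine Noxa BH3 peptide and terbium anti-His antibody; 0% = Mcl-1 plus Noxa peptide wells and 100% = peptide-only wells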
# Target sequence (Q07820 whole entry, looked up): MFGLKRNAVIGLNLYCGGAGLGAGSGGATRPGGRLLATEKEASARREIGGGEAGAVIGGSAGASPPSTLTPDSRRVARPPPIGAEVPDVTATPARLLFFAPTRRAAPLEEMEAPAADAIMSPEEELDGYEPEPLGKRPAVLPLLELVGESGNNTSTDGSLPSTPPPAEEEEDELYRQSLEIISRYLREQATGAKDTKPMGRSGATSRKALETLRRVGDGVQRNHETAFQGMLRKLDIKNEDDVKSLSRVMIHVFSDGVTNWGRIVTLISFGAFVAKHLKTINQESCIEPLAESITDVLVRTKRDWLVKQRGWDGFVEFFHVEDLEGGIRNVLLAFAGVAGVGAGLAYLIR
# Cdc42 wt = changes GTP binding to wildtype human Cdc42. GST-Cdc42 beads, Bodipy-GTP binding, flow cytometry; actives lie on both sides. percent activity (GTP binding), % at 10 µM. hit rate 0.2% among 190,000;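 active = percent activity GTP binding at least 20 points away from the 100% baseline, either down as inhibitor or up as activator; inconclusive = compound flagged as likely green fluorescent from well-wide comparison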;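 note: median bead fluorescence of bound Bodipy-FL-GTP at 100 nM; 0% = excess unlabeled GTP control and 100% = no compound control; below 100% means less GTP binding so inhibitor and above means activator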
# Target sequence (P60953 whole entry, looked up): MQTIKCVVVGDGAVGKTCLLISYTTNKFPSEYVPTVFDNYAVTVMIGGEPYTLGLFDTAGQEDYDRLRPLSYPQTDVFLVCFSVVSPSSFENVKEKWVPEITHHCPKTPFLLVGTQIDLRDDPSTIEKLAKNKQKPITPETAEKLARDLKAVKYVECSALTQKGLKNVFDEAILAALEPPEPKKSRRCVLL
# Rab2A wt mod = changes GTP binding to wildtype dog Rab2A, up or down; AID 760; hit rate 0.19% among 190,000; GST-Rab2 wt beads, Bodipy-GTP binding, flow cytometry; GTP binding activity, % at 10 µM;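 active = GTP binding activity at least 20 points away from 100%, either lowered or raised; inconclusive = signal likely due to the compound's own green fluorescence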;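 note: 0% = beads with excess unlabeled GTP and 100% = no-compound control corrected for plate trend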
# Rac1 wt GTP bind = alters GTP binding to wildtype human Rac1; GST-Rac1 beads, fluorescent GTP binding, flow cytometry; actives lie on both sides; 0 = cold GTP competed, 100 = untreated; GTP binding activity (% of control), % at 10 µM; hit rate 0.27% among 190,000;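 active = GTP binding activity at least 20 points away from the 100% control level, either lower or higher; inconclusive = compound flagged as likely green fluorescent, judged across all proteins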
# RGS8-Gao = modulates binding of RGS8 to human Galphao | response (percent of control binding), % at 10 µM | P09471 | hit rate 0.34% among 220,000 | multiplexed bead flow cytometry; actives lie on both sides; in the data active = response below about 60% or above about 140%; inactive = in between;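 note: Galphao activated as the GDP aluminium fluoride complex binding bead-coupled RGS8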
# Target sequence (P09471 whole entry, looked up): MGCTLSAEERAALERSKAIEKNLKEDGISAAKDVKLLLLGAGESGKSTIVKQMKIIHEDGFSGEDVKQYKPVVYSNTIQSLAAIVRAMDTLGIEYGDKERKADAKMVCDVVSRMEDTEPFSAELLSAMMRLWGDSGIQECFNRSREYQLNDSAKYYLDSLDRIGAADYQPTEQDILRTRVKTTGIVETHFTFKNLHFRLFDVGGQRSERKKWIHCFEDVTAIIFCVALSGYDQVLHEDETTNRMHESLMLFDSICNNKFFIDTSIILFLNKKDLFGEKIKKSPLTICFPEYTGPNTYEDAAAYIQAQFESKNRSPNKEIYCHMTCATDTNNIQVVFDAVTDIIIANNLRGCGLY
# Pf gametocyte = kills late stage P. falciparum gametocytes | P. falciparum stage V gametocytes, ATP luminescence, 24 h | hit rate 0.065% among 150,000 | inhibition, % at 10.9 µM | AID 743093;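 active = inhibition above the mean plus 3 SD of compounds within the control limits, set per campaign, cut at about 38% in these data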;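 note: 0% = DMSO wells and 100% = medium only without gametocytes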
# Rab7 wt GTP bind = alters GTP binding to wildtype dog Rab7. GST-Rab7 beads, fluorescent GTP binding, flow cytometry; actives lie on both sides; untreated = 100%, excess cold GTP = 0%. GTP binding activity (percent of control), % at 10 µM. hit rate 0.055% among 190,000. AID 758;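 active = fluorescent GTP binding to Rab7 beads changed by at least 20 points from the 100% baseline, either direction, mostly lower; inconclusive = compound itself probably fluorescent, or too few beads counted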;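 note: median green fluorescence of bound Bodipy-FL-GTP per Rab7 bead population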
# Mcl1 Bid PPI = Mcl-1/Bid interaction inhibition; Q07820; hit rate 0.97% among 220,000; TR-FRET Mcl-1/Bid-Dy647 peptide binding, 1536-well; AID 1021; inhibition, % at 21.7 µM;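 active = compounds that cut the binding signal by more than half at the single screening dose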;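 note: His-tagged Mcl-1 with europium anti-His antibody binding Bid BH3 peptide; 0% = Mcl-1 plus peptide wells and 100% = peptide-only wells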
# Mcl-1 Bim block = human Bim-Mcl-1 interaction inhibition; AID 1009; hit rate 0.1% among 190,000; inhibition, % at 10 µM; Q07820; Bead-based flow cytometry, Bim peptide-Mcl-1 binding; in the data active = inhibition above about 40%;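 note: 0% = no compound tracer wells and 100% = peptide blocker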
# Rac1 mut GTP = human Rac1 activated mutant GTP binding change. GST-Rac1 activated beads, fluorescent GTP binding, flow cytometry; actives lie on both sides; 100% means binding = to untreated wells. percent activity (GTP binding), % at 10 µM. hit rate 0.11% among 190,000. AID 764;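 active = GTP binding at least 20 percentage points away from the 100% baseline, in either direction, so actives lie on both sides; inconclusive = Compound likely fluorescent itself, or too few beads counted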
# * hit, by the source's call; ? = inconclusive; · = no result given.
SMILES,HRas wt GTP bind,Mcl1-Noxa inh,Cdc42 wt,Rab2A wt mod,Rac1 wt GTP bind,RGS8-Gao,Pf gametocyte,Rab7 wt GTP bind,Mcl1 Bid PPI,Mcl-1 Bim block,Rac1 mut GTP
CCS(=O)(=O)N1CCC(C(=O)NCc2cc(OC)ccc2OC)CC1,97,1,98,97,98,95,-8,97,-7,-1,97
CCOC(=O)N1CCN(c2c(N3CCN(c4cccc(C(F)(F)F)c4)CC3)c(=O)c2=O)CC1,101,14,104,100,101,100,·,97,1,0,98
Cc1ccc2c(COC(=O)c3c(C)noc3C)cc(=O)oc2c1,97,-12,90,93,93,102,3,103,-16,-1,88
CCN1CCN(CC(=O)N2c3ccccc3CC2C)CC1 (stereo unspecified),102,17,103,98,105,96,·,101,8,-6,100
COC(=O)c1ccccc1OC(=O)c1cc[n+]([O-])cc1,96,9,97,95,101,97,10,100,-29,-3,97
CCn1c(SCc2ccc(C(=O)OC)o2)nnc1-c1c[nH]c2ccccc12,103,5,102,102,105,99,·,100,-26,-6,103
Cc1ccc(-c2csc(NC(=O)c3cnccn3)n2)cc1C,99,4,105,96,94,104,·,101,-31,2,95
CCC(Sc1ncccn1)C(=O)Nc1cc(C)on1 (stereo unspecified),103,-8,103,99,105,102,·,98,-11,0,100
CCn1c2ccccc2c2nnc(SCC(=O)Nc3ncccn3)nc21,105,12,107,105,107,103,5,106,7,-4,100
c1ccc(-n2ncc3c(N4CCCCC4)ncnc32)cc1,100,10,102,99,102,93,·,102,-1,0,98
C/C(=N\NC(=O)C1COc2ccccc2O1)c1cc2ccccc2o1 (stereo unspecified),97,28,94,97,92,107,·,100,-9,0,94
CCOC(=O)C1=C[C@]2(CC)CCCN3CCc4c(n1c1ccccc41)[C@@H]32,98,7,99,99,104,86,·,100,-19,-2,96
COc1ccc(CCNc2cc(N3CCN(C(=O)c4ccc(C)cc4)CC3)ccc2[N+](=O)[O-])cc1OC,100,-11,103,101,104,84,·,101,-4,-5,99
Cc1c(Cl)cccc1NC(=O)CSc1ccc(-c2cccnc2)nn1,98,-13,99,99,103,103,-7,100,-5,-1,98
CCOC(=O)C1C(=O)CC(C)(O)C(C(=O)OCC)C1c1ccc(OC)cc1 (stereo unspecified),101,-5,102,100,103,100,·,105,-9,1,99
O=C(Cn1ncc2c(=O)oc3ccccc3c21)Nc1nc2ccccc2s1,98,-109,97,96,98,100,·,97,-45,3,94
CC(C)N(C(=O)Cn1cnc2c(cnn2-c2ccccc2Cl)c1=O)C(C)C,99,-13,100,102,102,106,·,97,2,0,100
Cc1ccccc1NC(=O)Cn1c(C)nc2ccc(NC(=O)C3CC3)cc2c1=O,96,5,96,95,94,100,-16,98,-14,0,95
C=CCn1c(CCC(O)CCCCC)n[nH]c1=S (stereo unspecified),102,2,98,100,100,103,-2,101,-63,1,103
COCCN(C(=O)CSc1nc2ccccc2c(=O)n1CC(C)C)c1c(N)n(Cc2ccccc2)c(=O)[nH]c1=O,102,-4,99,101,105,103,17,106,-24,0,96
COc1ccccc1NC1C=CS(=O)(=O)C1 (stereo unspecified),102,-3,107,101,109,97,·,99,-10,-3,101
CCCC1CC(C)(/C(C)=N\NC(N)=S)OC1=O (stereo unspecified),95,-6,96,95,97,102,4,95,-61,3,97
COc1ccc(-n2cnnc2SCC(=O)NC2CCS(=O)(=O)C2)cc1 (stereo unspecified),103,3,104,101,102,100,·,100,-5,-5,100
Cc1cc(N)n2nc(C)c(-c3ccccc3)c2n1,96,15,95,92,97,98,·,97,-44,-1,94
Cc1ccc(S(=O)(=O)NCCCCCC(=O)Nc2ccccc2C)cc1,98,12,101,97,104,102,15,100,-28,-2,101
Cc1cc(C)c(S(=O)(=O)Cc2ccccc2)c(=O)[nH]1,98,-1,97,98,99,100,7,99,-45,-5,97
COc1cc(NC(=O)c2ccccc2)cc(OC)c1,97,8,97,96,102,104,13,94,-8,0,96
O=C(CCC(=O)N1CCc2ccccc2C1)N1CCN(S(=O)(=O)c2ccccc2)CC1,101,-21,103,97,108,100,11,101,-1,-3,97
CCCCC(=O)Nc1ccc2c(c1)oc1ccccc12,98,16,101,99,101,103,·,98,-9,-5,93
CC(CCc1ccccc1)NC(=O)c1ccc(C(=O)NC(C)CCc2ccccc2)cc1 (stereo unspecified),99,2,102,99,101,103,·,98,3,-3,99
CCOC(=O)c1c(C)n(C)c2ccc(OC(C)C(=O)OC)cc12 (stereo unspecified),97,7,97,97,94,106,·,97,4,-2,97
Cc1c(Br)c([N+](=O)[O-])nn1C(C)C(=O)Nc1ccc2c(c1)OCO2 (stereo unspecified),103,11,99,101,101,90,·,94,-30,1,100
COc1ccc(-c2nnc(-c3cccs3)o2)cc1OC,94,0,93,95,94,104,·,91,24,-2,94
Cc1ccc(C)c(NC(=S)N/N=C2/CCCCc3ccccc32)c1,99,-71,100,99,102,102,17,99,-74,-5,99
O=C(Nc1ccc2c(c1)OCO2)C1CCN(C(=O)c2ccc(Br)cc2)CC1,96,16,94,95,94,101,-12,94,-46,3,93
COc1ccc(N(CC(=O)NCc2ccccc2C)S(=O)(=O)c2ccccc2[N+](=O)[O-])c(OC)c1,95,10,91,94,94,100,-26,96,-8,-3,93
COc1ccc(OC)c(C2CC(=O)NC(SC)=C2C#N)c1 (stereo unspecified),98,-6,100,100,107,104,·,101,-21,-3,99
COC(=O)c1ccc(/C(O)=C(\C#N)c2nc3ccccc3s2)cc1,98,40,98,98,99,101,·,100,21,-2,94
CCC(=O)Nc1ccc(S(=O)(=O)N2CCN(c3ccc(F)cc3)CC2)cc1,103,7,104,104,105,104,·,103,-64,1,100
N#CC1=CN(Cc2ccccc2)C=C(/C=N/Nc2ccccc2)C1,99,23,100,101,100,98,-22,104,-67,0,99
COC(=O)NNC1=CC(=O)CC(C)(C)C1,101,3,101,103,105,102,·,104,-14,1,97
Cc1cc(C)c(S(=O)(=O)N2CCCCC2)c(C)c1N(C)S(=O)(=O)c1ccc(Cl)cc1,98,-9,101,99,103,98,14,100,-43,-8,97
Cc1c(C2(c3c(C)n(C)n(-c4ccccc4)c3=O)C(=O)Nc3ccc(F)cc32)c(=O)n(-c2ccccc2)n1C,105,11,102,102,104,102,20,102,-12,7,100
CCCN(CC1CC1)C(=O)CCc1nnc(CCc2c[nH]c3ccccc23)o1,94,-11,93,95,95,96,11,96,-14,0,95
CCc1nnc2sc(-c3ccc(NC(=O)c4ccco4)cc3)nn12,101,15,101,101,102,97,-19,100,-2,0,100
COc1ccccc1N1CCN(c2cc(N3CCCC3)nc(C)n2)CC1,97,0,98,95,102,100,·,94,-31,0,95
CC(C)c1nnc(NC(=O)CCN2C(=O)c3ccccc3C2=O)s1,99,16,102,98,107,102,·,97,-8,0,102
Cc1c(NC(=O)c2ncn[nH]2)cccc1-c1nc2ccccc2s1,102,6,102,100,107,99,10,103,-22,-6,100
CNc1cc(N2CCCCCC2)ccc1[N+](=O)[O-],101,-14,99,96,97,100,·,96,-49,0,96
C=CCn1c(=O)/c(=C2/SC(C)=C(C)N2CC)s/c1=C1/C(=O)N(CC)C(=S)N1c1ccccc1,105,29,106,103,106,96,·,103,59*,-4,100
CC(C)N(C(=O)Cn1cc(S(=O)(=O)CC(=O)NC2CCCCC2)c2ccccc21)C(C)C,100,-9,99,99,98,100,25,104,4,5,97
CN(C)CCNc1cc(-c2ccncc2)nc2ccccc12,103,34,99,100,103,103,-26,103,14,-1,95
O=[N+]([O-])c1cccc(-c2ccc(C(=S)N3CCN(c4ccc(F)cc4)CC3)o2)c1,97,23,97,98,98,85,-6,105,-45,1,99
CCSC1=C(C#N)C(c2cccc(Br)c2)CC(=O)N1 (stereo unspecified),101,-8,101,102,108,102,-17,102,8,-4,99
Cc1ccc2occ(CN3CCN(c4ccccc4)CC3)c(=O)c2c1,100,37,99,99,101,101,·,98,11,-1,100
CC1CCC/C(=C\Nc2ccc(C(=O)O)cc2)C1=O (stereo unspecified),98,-3,99,97,99,90,-1,97,-65,15,99
CCOc1ccc(CN(Cc2ccco2)C(c2cccs2)c2nnnn2C(C)(C)C)cc1 (stereo unspecified),105,-1,102,103,110,103,·,102,-31,-3,101
CN(C)c1ccc(-n2cc3c(=O)n(C)c(=O)n(C)c3c2)cc1,100,10,100,101,99,101,3,97,-68,0,99
O=C(Cn1nc(-c2ccccc2)ccc1=O)NCC1CCCO1 (stereo unspecified),?,-6,?,?,?,101,·,?,-7,-2,?
COc1cc(/C=N/n2cnc3scc(-c4cccs4)c3c2=O)cc(OC)c1OC,100,26,103,100,103,100,·,99,6,-3,99
# Continuation:
SMILES,HRas wt GTP bind,Mcl1-Noxa inh,Cdc42 wt,Rab2A wt mod,Rac1 wt GTP bind,RGS8-Gao,Pf gametocyte,Rab7 wt GTP bind,Mcl1 Bid PPI,Mcl-1 Bim block,Rac1 mut GTP
O=C(c1ccccc1)c1ccc(OCC(O)CN2CCCC2)cc1 (stereo unspecified),97,4,99,99,96,103,-13,95,7,-1,96
C[N+](C)(CC#Cc1ccccc1)CC(=O)c1ccc(Cl)cc1,100,11,103,99,101,84,-1,96,-16,-4,100
CCOC(=O)c1c(C)[nH]c(N=Nc2ccc(C)cc2)c1C,100,0,101,100,104,102,·,102,-19,-7,96
CCOC(=O)c1c(C)c(C(=O)Nc2cc(F)ccc2F)c(C)n1C,99,-15,101,101,101,97,-5,101,-40,-2,100
COc1ccc(OC)c2[nH]c(=O)c(CCNC(=O)C(C)(C)C)cc12,100,-11,101,100,104,99,·,99,-12,-1,100
Cc1cc(-c2nc3ncccc3o2)ccc1NC(=S)NC(=O)c1ccco1,96,20,99,96,101,101,·,100,2,0,96
Cc1ccnc(NC(=O)C2CCN(S(=O)(=O)c3cccc4nonc34)CC2)c1,97,12,97,95,99,103,·,93,-16,0,99
CCOc1ccc(OCC)c(NC(=O)CN2CCN(C(=O)c3ccco3)CC2)c1,98,7,98,97,98,96,·,98,6,-3,96
Cc1cc(-c2n[nH]c(=S)n2/N=C/C=C/c2ccccc2)n[nH]1,100,14,97,99,100,102,·,101,-76,-11,99
CC1=C(C(=O)N2CCOCC2)C(c2ccc(C)cc2)NC(=S)N1 (stereo unspecified),101,-12,102,96,104,96,1,99,-45,-5,99

# Part of the list above, bar-delimited:
mol | HRas wt GTP bind | Mcl1-Noxa inh | Cdc42 wt | Rab2A wt mod | Rac1 wt GTP bind | RGS8-Gao | Pf gametocyte | Rab7 wt GTP bind | Mcl1 Bid PPI | Mcl-1 Bim block | Rac1 mut GTP
COc1ccc(-c2nnc(-c3cccs3)o2)cc1OC | 94 | 0 | 93 | 95 | 94 | 104 | · | 91 | 24 | -2 | 94
Cc1ccc(C)c(NC(=S)N/N=C2/CCCCc3ccccc32)c1 | 99 | -71 | 100 | 99 | 102 | 102 | 17 | 99 | -74 | -5 | 99
